Screening data from PubChem.
esBAF inh: inhibitors of esBAF chromatin remodeling in mouse ES cells; Bmi1-luciferase knock-in reporter, 24 h; 100% = twice the neutral-well signal; reporter increase, % at 12.5 µM; hit rate 2% among 350,000; in the data active = activation above about 40%; inconclusive = no clear call, values can overlap the other calls;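 note: 0% = median of the plate's neutral control wells and 100% = double that signal; a rise in the Bmi1 reporter signal indicates esBAF inhibition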
S100A4 MyoIIA: inhibitors of human S100A4 binding to myosin IIA peptide; S100A4/TAMRA-MyoIIA peptide fluorescence polarization; inhibition, % at 10.7 µM; hit rate 0.14% among 360,000;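 active = mean inhibition of at least 70% across replicates, with every replicate also reaching that level; inconclusive = mean inhibition reaches 70% but some replicates fall short; inactive = mean inhibition below 70%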
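Compound dosing: one dose per compound; test system: human S100A4 monomer with TAMRA-labelled myosin IIA peptide; probe or stimulus: TAMRA-labelled myosin IIA heavy-chain peptide probe, 5 nM; medium: HEPES buffer with Ca2+, pH 7.2; schedule: 5 min incubation before reading; benchmarks: neutral control DMSO, positive control TFP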
RAD52 anneal inh: blocks human RAD52 DNA annealing | hit rate 0.46% among 360,000 | P43351 | inhibition, % at 18.7 µM | recombinant RAD52 DNA annealing, FRET fluorescence;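 active = every replicate showing at least 50% inhibition; inconclusive = mean inhibition at least 50% but not in every replicate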
Target sequence (P43351 whole entry, looked up): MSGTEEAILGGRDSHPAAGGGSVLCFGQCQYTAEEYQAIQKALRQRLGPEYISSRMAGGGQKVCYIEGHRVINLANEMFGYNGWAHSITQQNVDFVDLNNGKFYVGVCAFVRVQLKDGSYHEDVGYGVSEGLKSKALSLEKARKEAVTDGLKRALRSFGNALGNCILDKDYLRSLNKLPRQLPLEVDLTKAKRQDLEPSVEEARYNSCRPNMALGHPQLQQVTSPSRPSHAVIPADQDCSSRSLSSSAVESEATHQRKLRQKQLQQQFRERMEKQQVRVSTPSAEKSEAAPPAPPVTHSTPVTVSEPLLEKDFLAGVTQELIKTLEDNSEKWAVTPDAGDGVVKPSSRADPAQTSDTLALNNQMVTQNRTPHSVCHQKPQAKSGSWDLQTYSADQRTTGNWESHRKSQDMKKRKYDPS
FN deposit inh: fibronectin deposition inhibition | AH1F fibroblasts, Alexa488-fibronectin deposition fluorescence, overnight | inhibition, % at 12.6 µM | hit rate 0.086% among 350,000;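 active = mean inhibition across replicates of 30% or more, regardless of how many single replicates reach that level; inconclusive = mean under 30% yet at least half of replicates reach 30%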;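 note: positive control wells lacked labelled fibronectin entirely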
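Material: AH1F fibroblast monolayer depositing Alexa488-labelled fibronectin into matrix | Input: 10000 AH1F cells/well | Medium: DMEM plus 2% serum, read in PBS | Reagent: Alexa488-fibronectin, 24 nM final in well | Compound dosing: One dose per compound, pinned | Schedule: 1 h adhesion, overnight exposure | Measured by: Fluorescence at 485 nm excitation, 525 nm emission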
E-sel inducer: induces E-selectin expression in human endothelial cells | HUVEC E-selectin immunofluorescence imaging; normalized: neutral wells 0, TNF-alpha wells 100 | P16581 | hit rate 0.37% among 260,000 | activation, % at 7.58 µM;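 active = mean E-selectin-positive cell signal at least 10% of the positive control, reached in at least 60% of replicates, without over 20% cell loss; inconclusive = no rule given, readout overlaps actives, possibly toxicity-flagged; inactive = the rest, including those meeting only one limit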;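 note: in these data hits start at about 27%; measured in HUVEC primary endothelial cells; signal is the percent of cells scored E-selectin positive by PE staining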
Target sequence (P16581 whole entry, looked up): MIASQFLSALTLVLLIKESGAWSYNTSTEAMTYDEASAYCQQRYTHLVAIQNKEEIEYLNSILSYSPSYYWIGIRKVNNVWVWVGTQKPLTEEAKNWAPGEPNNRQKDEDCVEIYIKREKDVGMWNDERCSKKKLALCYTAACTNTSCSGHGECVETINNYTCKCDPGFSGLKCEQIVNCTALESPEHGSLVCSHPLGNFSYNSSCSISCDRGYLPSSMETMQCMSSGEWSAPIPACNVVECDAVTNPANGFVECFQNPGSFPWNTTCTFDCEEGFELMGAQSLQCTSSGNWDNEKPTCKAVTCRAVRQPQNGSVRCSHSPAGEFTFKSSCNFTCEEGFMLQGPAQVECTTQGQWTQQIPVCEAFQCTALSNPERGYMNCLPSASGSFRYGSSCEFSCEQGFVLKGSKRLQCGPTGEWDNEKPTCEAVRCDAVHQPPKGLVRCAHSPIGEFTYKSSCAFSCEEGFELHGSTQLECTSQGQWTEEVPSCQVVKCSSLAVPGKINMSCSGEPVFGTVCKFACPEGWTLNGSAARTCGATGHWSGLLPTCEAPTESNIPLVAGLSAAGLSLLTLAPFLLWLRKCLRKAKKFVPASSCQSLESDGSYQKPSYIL
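Material: HUVEC primary endothelial cells; Amount: 3,000 cells per well; Dosing: single concentration; Medium: EGM-2 growth medium on 0.1% gelatin-coated wells; Read-out basis: percent E-selectin-positive cells; Signal: immunofluorescence imaging; Control set: TNF-alpha, DMSO.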
Xi reactivation: activators of X-chromosome reactivation in mouse fibroblasts | activation, % at 7.58 µM | hit rate 0.055% among 360,000 | XiGFP mouse fibroblasts, % GFP-positive cells imaging, 3 d; cells co-treated with 5-aza-dC sensitizer; scaled so ellipticine positive control = 100% | AID 743238;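 active = mean normalized replicate activation at least 10% and every replicate at or above 10%; inconclusive = only one of the two criteria met; inactive = mean below 10% and not all replicates reach 10%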;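 note: 0% = median of on-plate neutral control wells and 100% = ellipticine 6 µM median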
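Assay system – SV40-immortalized XiGFP fibroblast cells, line 68-5-11 · Buffer or medium – DMEM supplemented with 5-aza-dC as sensitizing agent · Dosing – one concentration, pinned · Benchmarks – positive control ellipticine, 6 µM final · Times – 3 days compound exposure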
RAD54 inh: blocks human RAD54 Holliday junction branch migration; Q92698; AID 602329; hit rate 0.14% among 360,000; FAM/BHQ fluorescence; inhibition, % at 10.4 µM;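 active = mean normalized replicate activity at least 40 and at least half of replicates scoring 40 or more; inconclusive = only one of the two criteria met; inactive = mean below 40 and under half of replicates reaching 40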;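 note: 0% = median of neutral control wells and 100% = median of positive control wells; inhibitors cause a drop in the FAM fluorescence signal; in these data hits start at about 50%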
EWS-Fli block: inhibitors of EWS/Fli oncoprotein transcriptional activity; A673 NR0B1-luciferase reporter, viability-normalised; inhibition, % at 12.6 µM; hit rate 0.67% among 350,000;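 active = mean inhibition of at least 50% after viability correction, with every replicate also passing that limit; inconclusive = mean reaches 50% but only one of two replicates passes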;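 note: firefly luciferase signal divided by Alamar Blue viability fluorescence both relative to DMSO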
Numbers without * were called inactive; u = inconclusive; x = not tested or not shown.

SMILES	esBAF inh	S100A4 MyoIIA	RAD52 anneal inh	FN deposit inh	E-sel inducer	Xi reactivation	RAD54 inh	EWS-Fli block
COc1ccc(NC(=O)N[C@H]2CC[C@H](CCNC(=O)Nc3cc(F)ccc3F)O[C@@H]2CO)cc1	0	x	x	8	0.6	2.2	x	x
Cc1ccc(NS(=O)(=O)c2ccc(OCC(N)=O)cc2)cc1	x	-4	-14	x	x	0.1	x	-2
COCCCNC(=O)CSc1nc2cc(C(=O)NCCOC)ccc2c(=O)n1Cc1ccc2c(c1)OCO2	-5	-7	-28	-3	u	0.2	-5	7
O=C(CCN1CCOCC1)NC12CC3CC(CC(C3)C1)C2	-7	-1	-3	7	x	0.1	-13	-1
CCOC(=O)c1[nH]c(C)c(C(=O)NCc2ccco2)c1C	3	-1	-18	-7	-0.2	0.0	4	-3
C[C@H](NC(=O)C[C@@H]1CC[C@@H]2[C@H](COC[C@H](O)CN2Cc2cc(F)ccc2F)O1)c1ccccc1	-3	-2	-5	-2	0.0	0.2	8	-1
O=C(NCc1cccs1)C1CCN(S(=O)(=O)c2cccc3cccnc23)CC1	-47	-5	-15	1	x	0.1	2	-3
O=C(COC(=O)c1cc[n+]([O-])cc1)Nc1cccc(Br)c1	x	-7	-11	1	0.5	0.0	x	1
Cc1ccc(S(=O)(=O)Nc2ccc3c(c2)C(=O)N([C@H](C)CO)C[C@@H](C)[C@@H](CN(C)Cc2ccc4c(c2)OCO4)OCCCC[C@@H](C)O3)cc1	-5	-4	-1	x	0.2	-0.5	-9	26
O=C(Nc1cccc(S(=O)(=O)N2CCOCC2)c1)C1=NN(c2ccccc2)C(=O)CC1	-1	-6	-4	8	x	0.0	-5	-3
O=C(Cn1cc(C(F)(F)F)cc(Cl)c1=O)Nc1cc(S(=O)(=O)N2CCOCC2)ccc1Cl	x	6	-8	0	1.0	0.2	9	11
O=C(Nc1ccc2c(c1)S(=O)(=O)N=C1CCCCCN12)c1ccccc1Cl	x	-4	-7	x	x	0.0	x	3
COc1ccc2c3c(n(C)c2c1)[C@H](CO)N(C(=O)Nc1ccccc1F)CC31CN(C(C)=O)C1	x	1	10	x	0.4	0.3	x	-2
C[C@@H]1CCCCO[C@@H](CN(C)C(=O)Nc2cccc3ccccc23)[C@@H](C)CN([C@@H](C)CO)C(=O)c2cc(NC(=O)Nc3cccc4ccccc34)ccc2O1	3	-11	8	-17	0.2	0.3	1	9
CC(c1ccco1)N(C(=O)c1ccc(C(F)(F)F)cc1)c1ccccn1 (stereo unspecified)	6	6	-4	2	x	0.0	-1	2
O=C(Nc1sc2c(c1C(=O)O)CCCCC2)c1ccccc1	x	-1	-29	-6	x	0.3	x	-151
Cc1ccc(C(c2ccc(C)o2)c2cccc([N+](=O)[O-])c2O)o1	2	-6	-12	-2	x	x	-11	x
O=C(Nc1ccc(Oc2cccnc2)cc1)C1CCN(Cc2cc(Cl)ccc2O)CC1	-2	-2	-18	5	x	0.0	-5	29
O=C(Nc1ccnn1C1CCN(Cc2ccc(O)c(Cl)c2)CC1)C1CCCC1	-4	1	0	x	-0.2	0.0	-1	5
O=C(C[C@H]1CC[C@H]2[C@@H](COC[C@@H](O)CN2C(=O)Nc2ccc(F)cc2)O1)NCCc1ccccc1	11	7	3	-6	-0.1	0.0	7	-19

Single records, as listed above. Values in the order: esBAF inh | S100A4 MyoIIA | RAD52 anneal inh | FN deposit inh | E-sel inducer | Xi reactivation | RAD54 inh | EWS-Fli block
`O=C(C[C@H]1CC[C@H]2[C@@H](COC[C@@H](O)CN2C(=O)Nc2ccc(F)cc2)O1)NCCc1ccccc1` in the list: 11 | 7 | 3 | -6 | -0.1 | 0.0 | 7 | -19
`O=C(Cn1cc(C(F)(F)F)cc(Cl)c1=O)Nc1cc(S(=O)(=O)N2CCOCC2)ccc1Cl` in the list: x | 6 | -8 | 0 | 1.0 | 0.2 | 9 | 11

New compounds follow:
SMILES	esBAF inh	S100A4 MyoIIA	RAD52 anneal inh	FN deposit inh	E-sel inducer	Xi reactivation	RAD54 inh	EWS-Fli block
CC(C)(C)C(=O)/C(=C/c1ccc(Cl)cc1)n1cncn1	7	3	-19	11	x	1.3	-4	49
CC1CCN(S(=O)(=O)c2ccc3c(c2)CC(C)N3C(=O)C2CCC2)CC1 (stereo unspecified)	4	18	-11	10	x	0.2	6	11
Cc1noc(C)c1NC(=O)N(C)C[C@@H]1Oc2c(NC(=O)Nc3ccc4c(c3)OCO4)cccc2C(=O)N([C@@H](C)CO)C[C@@H]1C	5	-4	7	x	-0.1	0.0	9	-20
CO[C@H]1CN(C)C(=O)c2cc(NC(=O)c3ccccc3)ccc2OC[C@@H](C)N(CC2CC2)C[C@@H]1C	2	x	x	-17	0.3	-0.1	-10	-4
C[C@@H]1CCCCO[C@H](CN(C)Cc2ccccc2)[C@@H](C)CN([C@@H](C)CO)C(=O)c2cc(NC(=O)NC3CCCCC3)ccc2O1	2	-8	26	x	0.3	-1.0	0	5
COCCN(C(=O)c1csnn1)C(C(=O)NC1CCCC1)c1ccc(C)cc1 (stereo unspecified)	1	-6	-8	-3	x	-0.1	-3	4
Cc1ccc(S(=O)(=O)Oc2ccccc2/C=C2\SC(=O)NC2=O)cc1	x	-2	-30	2	-0.2	0.0	x	-7
CC1(Oc2ccc(-n3ccnc3)cc2)CCN(Cc2cccn2-c2nccs2)C1 (stereo unspecified)	-5	-5	2	4	0.3	0.3	-14	4
CC(=O)NCc1ccc2[nH]c(C)cc2c1	-1	8	-16	3	x	0.0	-2	-3
C[C@H](CO)N1C[C@H](C)[C@H](CN(C)Cc2ccc(Oc3ccccc3)cc2)Oc2ccc(NC(=O)Cc3cn(C)c4ccccc34)cc2CC1=O	-7	x	x	x	-1.5	-1.3	-1	15
CN(C)C1N(C(=O)c2ccccc2)N=C2c3ccccc3S(=O)(=O)N21 (stereo unspecified)	-3	-2	5	3	0.0	0.0	6	-6
CC(CCCN(C)C)C(Cc1ccccc1)c1ccccc1 (stereo unspecified)	x	-17	26	5	0.0	0.0	4	12
O=C(C[C@@H]1CC[C@H]2[C@@H](COC[C@@H](O)CN2C(=O)c2ccccc2)O1)Nc1ccc(-c2ccccc2)cc1	7	5	-7	-7	1.3	0.2	4	2
Cc1cccc(N2CCN(CC(O)COc3ccccc3)CC2)c1 (stereo unspecified)	-5	-1	-9	-3	0.1	0.0	0	-1
CCOc1cc(C(=O)N2CCC3(CC2)NCCc2[nH]cnc23)cc(OCC)c1OCC	5	-5	1	3	x	0.0	9	2
C[C@@H]1CCCCO[C@@H](CN(C)C)[C@@H](C)CN([C@H](C)CO)C(=O)c2cc(NC(=O)c3ccncc3)ccc2O1	-1	-6	-19	x	0.8	0.0	3	-9
CC(O)CNc1ccc(-c2nn(C)c(=O)c3ccccc23)cc1[N+](=O)[O-] (stereo unspecified)	x	-11	-29	-7	-8.0	0.1	x	3
CSC1=NC(C(Cl)(Cl)Cl)N=C(c2ccccc2)N1 (stereo unspecified)	x	-6	-11	-1	-0.8	-0.1	x	22
NC(=O)CC(NC(=O)c1ccc(Br)cc1)c1ccc(NC2CCCCCCC2)c([N+](=O)[O-])c1 (stereo unspecified)	5	2	-7	4	0.7	0.4	3	-1
COc1ccc(S(=O)(=O)NCc2cn3c(C)csc3n2)cc1F	-1	-16	-6	5	1.6	0.2	-1	2
COc1ccccc1NC(=O)N[C@H]1CC[C@@H](CCn2cc(-c3ccccc3OC)nn2)O[C@H]1CO	7	22	4	9	-0.1	-0.2	1	16
CN1C(=O)c2cc(NC(=O)c3cnccn3)ccc2OC[C@@H]2O[C@H](CC(=O)O)CC[C@@H]21	-4	11	0	x	-0.1	0.1	-3	9
Cc1cccc(C2CC(c3ccc(Cl)cc3)Nc3nc(N)nn32)c1 (stereo unspecified)	8	6	-7	8	0.3	0.2	-2	-2
Cc1ccccc1Cn1nnc(-c2ccc(C(=O)O)cc2)n1	x	-4	-13	11	x	0.1	x	1
COc1ccc(C(=O)OCC(=O)NC(Cc2ccccc2)C(C)=O)cc1S(=O)(=O)N1CCCC1 (stereo unspecified)	-3	-2	4	0	-0.1	0.2	-4	3
Cc1ccc(-c2nsc(SCC(=O)NCc3ccc4c(c3)OCO4)n2)cc1	x	-3	0	1	0.1	-0.1	x	6
CCCOc1cccc(C(=O)NCCNC(=O)c2cnccn2)c1	-5	1	-15	1	0.1	-0.1	2	0
O=C(O)c1c(NC(=O)N(CCO)Cc2ccccc2)sc2c1CCCC2	6	5	-4	9	x	-0.1	-10	-6
Cc1ccc(C[n+]2ccccc2)cc1	17	2	41	4	0.0	1.4	-15	-1
O=c1c(Cl)c(NCc2ccccc2)cnn1C12CC3CC(CC(C3)C1)C2	x	0	-12	0	x	0.1	x	12
Cn1c(=O)oc2cc(S(=O)(=O)CCC(=O)N3CCN(c4ccccc4F)CC3)ccc21	-2	-7	-13	2	x	0.1	-6	x
N#Cc1nnn(Cc2ccccc2)c1N	x	-3	-14	-14	0.0	0.1	x	-4
O=C1NC[C@@H](CCCCN2C[C@H](Cc3ccc(O)cc3)N(CCC3CCCCC3)C(=O)C2=O)N(CCc2ccc(O)cc2)C1=O	x	4	0	18	x	-0.1	x	2
CC1(C(=O)Nc2ccc(F)c(Cl)c2)Cc2c(-c3ccc(C(N)=O)cc3)ccnc2O1 (stereo unspecified)	6	-1	-11	23	0.3	0.0	1	14
Cc1cc(C)cc(OCC(=O)N2Cc3ccccc3CC2C(=O)O)c1 (stereo unspecified)	-11	-2	-22	5	x	0.0	-12	1
COc1cccc(-n2c(C)cc(/C=C3/C(=N)N4C(=NC3=O)SN=C4S(C)(=O)=O)c2C)c1	x	-5	-168	-2	x	0.1	-63	-8
C[C@@H]1CN([C@H](C)CO)C(=O)c2cc(C#CCc3ccccc3)cnc2O[C@H]1CN(C)Cc1ccc(C(=O)O)cc1	-2	-5	-24	7	0.5	0.0	0	4
COc1ccccc1NC(=O)CSc1nnc2ccc(-c3cccnc3)nn12	x	-1	-41	2	6.2	-0.1	4	12
COc1ccc(OCCSc2nc(-c3ccccc3)cc(=O)[nH]2)cc1	-4	0	-1	-2	x	0.0	1	2
Cn1cc(CCC(=O)N2CCCC(CCC(=O)NCc3ccccc3F)C2)cn1 (stereo unspecified)	1	1	-15	8	2.1	-0.1	2	1
NS(=O)(=O)c1ccc(CCNC(=O)COC(=O)CCc2ccccc2)cc1	-4	-1	-15	x	x	0.0	-1	8
Cc1ccc(S(=O)(=O)NCCC2=CCCCC2)cc1	4	34	-1	1	x	0.0	x	0
COc1ccc2c(c1OC)C(=O)OC2C/C(=N\NC(N)=O)c1ccccc1 (stereo unspecified)	x	1	-21	4	2.3	0.2	x	6
